# MOR-DOR inv ag – mu-delta opioid heterodimer inverse agonism | cell-based MOR-DOR heterodimer luminescence | inhibition, % at 9.3 µM | 340,000 tested, 0.21% active; in the data active = inhibition above about 22%, passing the limit was not always enough;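 also: 0% = cells with DMSO and 100% = wells without cells with DMSO; values of inactives mirror those of a sister screen read the other way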
# Tat transport – E. coli Tat transport inhibition; 340,000 tested, 0.036% active; E. coli MC4100 TorA-mCherry Tat export, fluorescence; inhibition, % at 10 µM;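 active = mean replicate inhibition at least 50% and at least half of replicates individually reaching 50%; inconclusive = only one of the two criteria met; inactive = neither criterion met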;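 also: exported cargo escapes ClpAP degradation while cytoplasmic cargo is degraded and loses fluorescence; 0% = median of neutral control wells and 100% = median of NaSCN control wells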
# Pemphigus Ab inh – inhibitors of pemphigus antibody binding to human desmoglein-3 | P32926 | DSG3-coupled beads, scFv-anti-DSG3-GFP binding, flow cytometry; stronger effect = lower value | binding (percent of control), % at 10 µM | 310,000 tested, 0.48% active | AID 588358;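 active = binding more than 3 SD below its plate's average and above zero; inconclusive = below that plate limit but binding exactly zero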;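 also: hits lower antibody fragment binding to DSG3; some compounds called inactive have numbers as strong as hits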
# Target sequence (P32926 whole entry, looked up, the tested form may be a part): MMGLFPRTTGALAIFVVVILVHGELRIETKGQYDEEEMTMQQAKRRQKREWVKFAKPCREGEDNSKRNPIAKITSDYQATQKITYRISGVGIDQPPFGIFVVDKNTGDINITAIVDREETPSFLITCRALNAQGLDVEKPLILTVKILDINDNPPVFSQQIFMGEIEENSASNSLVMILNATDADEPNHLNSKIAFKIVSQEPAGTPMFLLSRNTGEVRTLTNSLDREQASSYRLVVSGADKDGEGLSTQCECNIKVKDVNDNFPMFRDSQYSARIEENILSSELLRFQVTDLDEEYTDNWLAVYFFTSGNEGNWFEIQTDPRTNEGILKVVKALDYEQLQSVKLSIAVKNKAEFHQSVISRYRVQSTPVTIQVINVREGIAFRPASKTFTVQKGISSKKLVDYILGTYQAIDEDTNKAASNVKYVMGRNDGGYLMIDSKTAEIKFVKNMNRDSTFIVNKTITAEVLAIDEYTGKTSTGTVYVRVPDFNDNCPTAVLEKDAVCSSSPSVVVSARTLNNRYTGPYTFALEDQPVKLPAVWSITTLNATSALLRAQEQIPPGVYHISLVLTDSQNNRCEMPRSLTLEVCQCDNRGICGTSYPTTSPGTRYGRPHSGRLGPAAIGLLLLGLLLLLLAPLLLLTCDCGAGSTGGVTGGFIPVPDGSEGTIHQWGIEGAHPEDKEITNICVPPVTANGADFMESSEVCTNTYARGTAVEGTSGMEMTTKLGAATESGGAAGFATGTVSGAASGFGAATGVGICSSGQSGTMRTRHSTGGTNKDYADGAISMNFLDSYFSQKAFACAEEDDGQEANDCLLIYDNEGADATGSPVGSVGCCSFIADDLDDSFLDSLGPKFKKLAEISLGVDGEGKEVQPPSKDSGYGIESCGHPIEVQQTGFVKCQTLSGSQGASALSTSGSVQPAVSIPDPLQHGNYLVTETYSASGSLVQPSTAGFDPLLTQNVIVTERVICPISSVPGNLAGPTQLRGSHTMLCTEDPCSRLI
# Mot1-301 SUMO – SUMOylation pathway inhibition by Mot1-301 growth rescue; 320,000 tested, 1% active; growth rescue, % at 18.8 µM; S. cerevisiae Mot1-301 growth rescue, ATP luminescence, 38.5C; percent above DMSO median, 100 means doubled; AID 2716;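 active = every valid replicate shows activation above 250% relative to neutral control wells; inactive = the rest, any valid replicate at or below 250%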;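 also: OY570 slx delta 5 strain wells were the positive control but not used for scaling; some compounds called inactive have numbers as strong as hits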
# Arr AP2 block – inhibitors of human beta-arrestin and AP2 interaction; FITC-arrestin peptide / GST-AP2 beads, flow cytometry; AP2 beta2 appendage carries R879A mutation; inhibition, % at 10 µM; 340,000 tested, 0.31% active; AID 504490;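 active = inhibition above a set limit, near 3 SD of compounds lacking own fluorescence, cut at about 54% in these data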;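 also: plate controls were DMSO wells for no effect and 5 µM unlabelled arrestin peptide for full effect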
#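 System: GST-AP2 R879A bound to glutathione beads, E. coli-expressed. Also added: 50 nM FITC-arrestin peptide. Schedule: compound with beads 12 min RT, then probe 1 h RT. Signal: bead flow cytometry, FITC channel. Read-out basis: percent response.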
# PfHsp90 yeast 2 – reduces growth (ATP signal) of yeast expressing P. falciparum Hsp90; S. cerevisiae expressing PfHsp90, BacTiter-Glo ATP, 48 h; yeast lacking PDR1 and PDR3 efflux regulators; inhibition, % at 9.4 µM; 310,000 tested, 0.32% active; AID 504621;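 active = every replicate shows inhibition above about 80%, whatever the replicate mean, limit read from the data; inconclusive = mean inhibition reaches the set limit but some replicate falls short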;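 also: 0% = DMSO neutral controls and 100% = 20 µM radicicol positive controls; yeast relying on Plasmodium falciparum Hsp90 in place of its own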
# phage Ecoli inh – E. coli growth loss with phage present. growth absorbance. inhibition, % at 11.9 µM. 360,000 tested, 0.26% active; in the data active = inhibition above about 11%
# AddAB inh – less growth of phage-infected E. coli with AddAB | E. coli expressing H. pylori AddAB, absorbance growth | inhibition, % at 11.9 µM | 330,000 tested, 0.29% active | AID 435030; in the data active = inhibition above about 12%;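 also: 0% = vehicle wells of infected cells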
# E coli growth – bacterial growth inhibition, counter-screen for AddAB inhibitors; inhibition, % at 11.9 µM; 330,000 tested, 0.27% active; E. coli V3065 growth, OD600 absorbance, 18 h;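 active = inhibition above the campaign's mean inhibition across all tested compounds plus 3 SD, cut at about 9.9% in these data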;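 also: uninfected addAB+ strain grown without phage in ampicillin broth; 0% = DMSO wells and 100% = ciprofloxacin 0.95 µg/ml wells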
# PKA-R1A activ – PKA-R1A complex activation. P00514+P68181. PKA-R1A dissociation, Cy5-IP20 fluorescence polarization; scaled: DMSO 0%, 113 µM cGMP 100%. activation, % at 11.4 µM. 340,000 tested, 0.083% active;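 active = percent activation above the mean of all tested compounds plus 3 SD, cut at about 19% in these data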;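 also: higher means more PKAc released from R1A so a rise in polarization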
# MOR-DOR ag – OPRM1-OPRD1 heterodimerization agonism. activation, % at 9.3 µM. 340,000 tested, 0.3% active. cells, luminescence; in the data active = activation above about 18%;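 also: 0% = vehicle-treated cells and 100% = reference agonist; values of inactives mirror those of a sister screen read the other way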
# Active calls of the source: *; u = inconclusive; x = no result given.
SMILES,MOR-DOR inv ag,Tat transport,Pemphigus Ab inh,Mot1-301 SUMO,Arr AP2 block,PfHsp90 yeast 2,phage Ecoli inh,AddAB inh,E coli growth,PKA-R1A activ,MOR-DOR ag
CCC1(CC)C(C#N)C(=O)NC(=O)C1C#N (centres undefined),13.1,-13.5,x,x,-6.9,11.9,2.9,x,x,4.3,-2.7
COc1ccc(C(=O)CN2C(=O)NC3(CCCCCC3)C2=O)c(OC)c1,0.1,-3.7,104.8,-6.6,-10.0,x,2.5,1.5,2.5,-0.3,0.0
COc1cc(C)c(C(C)C)cc1S(=O)(=O)NC1CC(C)(C)NC(C)(C)C1,9.7,-1.7,102.3,-5.3,-16.8,-33.3,1.3,-1.2,-1.4,0.6,-2.0
Cc1ccc(S(=O)(=O)N(CC(O)CN2CCCC2)c2ccccc2)cc1 (centres undefined),-12.1,-5.1,93.6,498.3,15.7,3.1,3.0,2.8,1.2,-12.5,2.2
Cc1cc(C)[n+]2[nH]c(N)c(N=Nc3ccccc3)c2n1,10.3,-5.8,x,14.3,15.9,-13.8,2.8,-0.3,2.7,-6.6,-2.1
Cc1ccc(NC(=O)C(=Cc2ccc(C(=O)O)cc2)C(=O)Nc2ccc(C)cc2C)c(C)c1,-6.9,-3.2,102.8,10.3,-0.2,-0.2,x,0.3,2.1,-0.3,1.4
Cc1ccccc1-c1nc(-c2ccc(Br)o2)no1,2.6,0.4,110.5,-4.3,-5.8,-23.2,-1.3,-1.1,-0.3,-1.6,-0.6
O=C(O)C1CCN(c2ccc(S(=O)(=O)N3CCCCC3)cc2[N+](=O)[O-])CC1,19.1,3.5,102.5,x,-11.1,-0.6,3.7,x,x,-9.1,-3.9
CC(C)c1c(C(=O)N/N=C/c2ccsc2)nnn1-c1nonc1N,5.5,-2.4,102.1,3.5,2.8,5.4,1.7,3.9,0.2,-7.2,-1.1
S=c1nc(-c2ccccc2Br)[nH][nH]1,-3.3,u,124.2,-7.9,14.1,-2.8,2.6,0.3,1.2,-2.2,0.7
CCOc1ccc(C(=O)Nc2ccc(NC(=O)c3cccs3)cc2)cc1[N+](=O)[O-],-54.3,0.1,108.1,3.6,19.7,-8.7,0.6,0.7,0.9,-12.7,10.2
COc1ccccc1CN1CCNC(=O)C1CC(=O)N(C)CC1CCOCC1 (centres undefined),-2.2,-1.9,104.0,10.9,5.9,-25.9,2.6,3.5,2.1,8.7,0.4

# An excerpt from above, reduced to Mot1-301 SUMO and MOR-DOR inv ag.
canonical_smiles | Mot1-301 SUMO | MOR-DOR inv ag
O=C(O)C1CCN(c2ccc(S(=O)(=O)N3CCCCC3)cc2[N+](=O)[O-])CC1 | x | 19.1
Cc1ccccc1-c1nc(-c2ccc(Br)o2)no1 | -4.3 | 2.6
COc1cc(C)c(C(C)C)cc1S(=O)(=O)NC1CC(C)(C)NC(C)(C)C1 | -5.3 | 9.7

# The list goes on:
SMILES,MOR-DOR inv ag,Tat transport,Pemphigus Ab inh,Mot1-301 SUMO,Arr AP2 block,PfHsp90 yeast 2,phage Ecoli inh,AddAB inh,E coli growth,PKA-R1A activ,MOR-DOR ag
C=CCNc1oc(Cc2cccc3ccccc23)nc1C#N,-2.0,-3.9,112.3,-15.7,1.0,19.1,-0.5,-1.2,2.0,-9.4,0.4
Fc1cccc(/C=C2\CCCC3=C2NC(=S)NC3c2cccc(F)c2)c1 (centres undefined),13.0,6.5,111.5,12.0,-24.2,-9.7,-2.5,1.3,-0.7,-11.2,-2.6
CNC1=C([N+](=O)[O-])CC([N+](=O)[O-])=C(N2CCNCC2)N1C,15.4,-2.2,102.8,6.6,8.2,1.5,0.5,-0.7,-0.8,-0.5,-3.3
Cc1cc2cc(CNC(=O)c3ccc(Br)o3)ccc2[nH]1,4.5,-20.2,105.1,-4.0,9.5,-1.3,2.9,-1.9,0.7,-4.2,-0.8
Cc1cccc(NC(=S)NNC(=O)c2cccc([N+](=O)[O-])c2)c1,7.8,-6.9,96.0,-5.4,31.4,5.2,0.1,-0.9,-1.8,3.8,-1.5
CC(C)(C)n1cnc2cc(NC(=O)c3ccccc3)ccc21,8.0,3.7,107.7,-17.3,7.5,-1.4,3.2,1.2,0.5,10.1,-1.6
CN(C)S(=O)(=O)c1cccc(NC(=S)N/N=C/C(c2ccccc2)c2ccccc2)c1,10.6,4.7,111.3,-10.7,6.3,-30.2,-0.6,1.5,2.1,-0.9,-2.0
O=C(NCc1ccccc1)c1onc(CSc2ccc(F)c(F)c2)c1C(=O)NCc1ccccc1,1.0,11.9,98.7,3.8,-0.2,0.5,0.6,1.0,-0.1,-2.8,-0.2
Cn1c(S(=O)(=O)Cc2ccc(Cl)cc2)nc2ccccc21,6.0,12.2,102.0,0.5,7.2,-6.2,1.7,-0.3,0.9,-1.6,-1.1
OC(COc1ccc2ccccc2c1Br)Cn1ccnc1 (centres undefined),8.6,1.3,109.9,x,-0.3,-7.4,0.6,0.1,0.1,-6.8,-1.6
CC(C)C(C(=O)O)N1C(=O)/C(=C/C=C/c2ccco2)SC1=S (centres undefined),5.5,2.9,76.4*,23.5,13.0,18.5,x,-0.2,-3.2,0.5,-0.9
Cc1ccc(C)c(NC(=S)N2CCC(c3nc4ccccc4s3)CC2)c1,12.6,25.1,97.4,-22.9,-1.2,-31.5,2.0,1.9,2.2,-4.2,-2.2
Cc1cc(C)cc(N(CC(=O)NC2CCC(C)CC2)S(=O)(=O)c2c(C)[nH]c(=O)[nH]c2=O)c1 (centres undefined),14.8,-1.6,88.5,-15.6,-2.0,-9.6,-2.3,-1.8,-1.6,1.6,-2.9
COc1cc(C(O)P(=O)(OC(C)C)OC(C)C)cc(OC)c1OC (centres undefined),-0.1,6.2,105.8,0.9,-3.8,2.7,2.4,4.6,-0.5,1.2,0.0
CCC(=O)c1cn(CC(=O)Nc2cccc(C)c2)c2ccccc12,4.7,-1.9,104.8,2.1,46.2,-7.5,4.0,9.9,5.2,7.9,-1.0
CCCCn1c(N)c(N2CCOCC2)c(=O)n(CC(=O)NC(C)c2ccccc2)c1=O (centres undefined),22.4,7.8,101.4,-9.8,8.2,18.9,-0.1,3.2,-1.5,0.3,-4.9
O=C(NC(=S)Nc1ccccc1N1CCCC1)c1ccc(-c2cccc([N+](=O)[O-])c2)o1,9.4,0.7,101.5,15.3,4.0,-3.5,0.0,-1.0,-1.2,4.1,-2.0
Cc1cc(C)n(Cc2ccc(NC(=O)c3nn(C)cc3[N+](=O)[O-])cc2)n1,-4.4,-1.1,95.1,0.4,-5.7,x,3.2,-0.8,-1.5,-6.2,0.8
COc1nc(NCC(C)C)nc(Oc2ccc(=O)n(-c3ccccc3)n2)n1,5.2,10.3,107.5,12.9,6.2,-20.5,3.6,-0.5,-1.5,4.8,-0.9
Cc1nn(CC(=O)Nc2ccc(C(=O)N3CCCC3)cc2)c(=O)c2ccccc12,5.4,-7.3,x,8.0,4.3,4.6,2.7,1.7,2.5,-0.4,-0.9
O=C(CCN1C(=O)/C(=C/c2ccccc2F)SC1=S)NCCCn1ccnc1,9.9,-8.8,83.3,-12.5,3.9,-12.7,3.4,1.3,-0.2,9.5,-2.0
COc1ccc(NC(=O)c2cnc3ccccn3c2=O)c(OC)c1,8.9,15.5,101.3,x,6.5,11.1,0.1,x,x,7.4,-1.5
COCC(=O)N1CCC(Oc2ccc(C(=O)NC(C)c3csc(C)n3)cc2)CC1 (centres undefined),-1.1,-5.5,93.5,183.9,34.6,-15.1,0.5,3.4,-0.8,-7.1,0.2
CCOC(=O)C(NC(C)=O)(Nc1ccc(S(N)(=O)=O)cc1)C(F)(F)F (centres undefined),8.1,-1.5,89.1,2.5,7.8,-7.0,2.7,4.1,0.8,5.3,-1.2
CCc1nnc(NC(=O)CSc2nc3c(C)cccc3[nH]2)s1,2.2,-3.7,x,-4.6,40.1,-5.8,2.5,2.7,3.7,-2.2,-0.4
Cc1cccn2cc(CNc3ccccc3)nc12,-2.6,-4.6,101.8,-2.2,12.0,-31.1,3.9,-2.4,0.2,14.4,0.5
COc1ccc(C(=O)OCCNC(=O)c2ccncc2)cc1OC,17.1,7.2,91.1,-10.4,-0.7,-23.0,1.0,2.4,-0.7,-4.1,-3.2
COc1ccccc1-c1noc(-c2ccccc2C(=O)N2CCOCC2)n1,14.9,5.3,106.9,1.1,2.0,0.0,1.4,1.5,-1.0,-11.6,-3.6
NS(=O)(=O)c1ccc(CNC(=O)c2csc3c2CCCC3)cc1,8.7,9.8,87.4,-2.2,6.6,16.9,3.6,-0.1,-1.4,-0.1,-1.5
O=C(Nc1ccc(-c2cn3c(n2)SCC3)cc1)c1ccc2c(c1)OCO2,-6.0,4.4,82.8*,x,3.7,x,0.8,3.2,2.3,-9.5,1.2
CCNc1nc(NC(C)C)nc(SCCOc2ccc(C)cc2)n1,-14.3,-1.1,103.1,24.8,-2.3,25.4,1.7,5.1,-0.2,-11.7,3.5
CC1(C)OC(=O)C(=CNC(CCC(N)=O)C(=O)O)C(=O)O1 (centres undefined),7.2,-2.1,96.1,-15.9,-1.7,-6.7,2.5,-0.2,-2.7,-2.2,-1.2
Brc1ccc(Oc2nnnn2-c2ccccc2)cc1,-8.2,-3.1,103.9,5.4,2.9,-11.8,2.2,-1.5,1.8,0.9,1.4
CCOC(=O)Cc1csc(NC(=O)CSc2nnc(-n3nc(C)cc3C)c3ccccc23)n1,-1.4,6.4,97.0,-3.7,12.4,24.5,3.5,-1.9,-1.8,6.8,0.3
CC(=O)c1cn(C)c(=O)c2ccccc12,x,2.3,94.7,-17.6,29.6,-0.1,-0.1,1.1,0.4,x,x
CN1CCN(CC2(O)CCN(S(=O)(=O)c3ccc(Cl)cc3)CC2)CC1,12.8,-6.1,101.9,6.3,40.7,-19.6,3.0,1.7,-2.3,2.1,-2.5
O=C(N/C(=C/c1cccs1)C(=O)N1CCCC1)c1ccccc1,9.1,8.6,x,-9.8,26.1,-7.2,3.8,3.4,1.5,-2.0,-1.7
O=C1C2CCCN2C(c2ccco2)N1c1ccc(F)cc1 (centres undefined),11.9,3.8,111.6,-6.9,-24.3,x,1.8,1.4,1.6,3.4,-2.5
CN(C)Cc1cc(O)c(CN(C)C)cc1O,-16.8,-1.0,92.0*,2.4,17.2,12.5,3.6,1.9,-0.3,-1.5,3.3
COC(=O)c1ccc(N2C(=O)CC(N3CCN(C(=O)c4ccco4)CC3)C2=O)cc1 (centres undefined),10.7,-6.3,98.5,-19.3,36.4,8.5,2.6,1.3,1.5,0.0,-2.0
COc1cc(/C=N/NC(=O)c2cc(-c3ccccc3Cl)nc3ccccc23)cc(OC)c1O,1.9,5.6,x,2.2,3.9,-25.9,0.2,0.0,-0.1,-8.6,-0.4

# The order is random. Share with any hit: about 2.8%.
